COUP-TFII inh = blocks human COUP-TFII nuclear receptor; P24468; inhibition, % at 8.6 µM; 370,000 tested, 0.7% active; HEK293T NGFI-A luciferase reporter, luminescence;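 active = inhibition above a per-plate cutoff, mean inhibition of test wells between control levels plus 3 SD, cut at about 38% in these data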;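 also: cells cotransfected with COUP-TFII expression vector driving the NGFI-A reporter; 0% = median of COUP-TF2 test wells and 100% = reporter-only cells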
NCOA3 inh = inhibitors of human steroid receptor coactivator 3 (SRC3); Q9Y6Q9; 360,000 tested, 0.17% active; inhibition, % at 3.6 µM; HEK293 GAL4-SRC3 luciferase reporter, luminescence;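 active = inhibition above a per-campaign cutoff, the mean of all compounds plus 3 SD, cut at about 60% in these data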;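 also: 0% = DMSO-treated cells and 100% = gossypol-treated cells at 36 µM; higher means less SRC3-driven luciferase light from the GAL4 reporter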
SRC2 inh = inhibits human steroid receptor coactivator 2. Q15596. HEK293 GAL4-SRC2 luciferase reporter, luminescence. inhibition, % at 9 µM. 370,000 tested, 0.17% active. AID 651957;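 active = inhibition above the mean inhibition of all tested compounds plus 3 SD, set per campaign, cut at about 52% in these data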;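 also: 0% = DMSO treated cells and 100% = cells given Gossypol at 36 µM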
Target sequence (Q15596 whole entry, looked up, the tested form may be a part): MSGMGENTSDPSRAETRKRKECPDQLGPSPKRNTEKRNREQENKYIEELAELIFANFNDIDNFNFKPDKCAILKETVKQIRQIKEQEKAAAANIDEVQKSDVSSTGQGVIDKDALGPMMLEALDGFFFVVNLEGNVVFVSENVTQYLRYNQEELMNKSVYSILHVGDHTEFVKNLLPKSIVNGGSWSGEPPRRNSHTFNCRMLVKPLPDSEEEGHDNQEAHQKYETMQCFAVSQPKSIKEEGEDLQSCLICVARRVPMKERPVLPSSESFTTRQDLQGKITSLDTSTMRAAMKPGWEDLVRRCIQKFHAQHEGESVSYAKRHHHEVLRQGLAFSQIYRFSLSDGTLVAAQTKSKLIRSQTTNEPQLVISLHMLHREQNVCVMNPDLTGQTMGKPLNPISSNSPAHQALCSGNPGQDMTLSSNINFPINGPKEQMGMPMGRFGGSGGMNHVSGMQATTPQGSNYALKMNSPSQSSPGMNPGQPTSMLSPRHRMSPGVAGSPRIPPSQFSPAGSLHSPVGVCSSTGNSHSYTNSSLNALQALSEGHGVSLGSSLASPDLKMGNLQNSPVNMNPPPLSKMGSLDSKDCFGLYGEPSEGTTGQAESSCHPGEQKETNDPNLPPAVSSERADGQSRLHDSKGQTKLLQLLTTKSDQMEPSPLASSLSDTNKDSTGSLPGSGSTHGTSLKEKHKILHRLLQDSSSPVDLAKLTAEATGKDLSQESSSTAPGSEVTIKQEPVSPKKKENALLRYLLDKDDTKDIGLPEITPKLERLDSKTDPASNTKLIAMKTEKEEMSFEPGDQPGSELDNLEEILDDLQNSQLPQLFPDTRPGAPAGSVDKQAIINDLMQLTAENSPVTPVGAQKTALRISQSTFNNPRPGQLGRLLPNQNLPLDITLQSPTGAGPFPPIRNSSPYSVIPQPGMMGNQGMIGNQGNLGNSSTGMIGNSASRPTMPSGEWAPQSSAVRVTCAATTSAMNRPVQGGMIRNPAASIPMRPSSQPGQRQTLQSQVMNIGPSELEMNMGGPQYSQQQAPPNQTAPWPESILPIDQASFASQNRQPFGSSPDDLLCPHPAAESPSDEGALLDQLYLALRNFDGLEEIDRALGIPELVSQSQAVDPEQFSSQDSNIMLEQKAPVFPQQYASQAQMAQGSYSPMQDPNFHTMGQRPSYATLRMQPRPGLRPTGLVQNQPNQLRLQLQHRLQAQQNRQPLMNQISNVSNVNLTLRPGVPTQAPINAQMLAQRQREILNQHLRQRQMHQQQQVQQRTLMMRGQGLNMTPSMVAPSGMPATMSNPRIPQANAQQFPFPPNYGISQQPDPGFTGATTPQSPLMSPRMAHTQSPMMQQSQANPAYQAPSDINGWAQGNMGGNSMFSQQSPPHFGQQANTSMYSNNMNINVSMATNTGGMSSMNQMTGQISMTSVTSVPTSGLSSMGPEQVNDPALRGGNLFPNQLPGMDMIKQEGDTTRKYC
NCOA1 inh = inhibits human SRC1 coactivator. Q15788. HEK293 GAL4-SRC1 luciferase reporter, luminescence. inhibition, % at 3.6 µM. 360,000 tested, 0.12% active. AID 588354;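 active = inhibition above the campaign mean plus 3 SD, with each screening campaign given its own cutoff, cut at about 60% in these data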;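 also: 0% = DMSO treated cells and 100% = gossypol at 36 µM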
TWEAK Fn14 block = blocks TWEAK-Fn14 interaction in a reporter cell assay; TWEAK-stimulated Fn14 reporter cells, luciferase luminescence, 8 h; inhibition, % at 10 µM; 360,000 tested, 2% active; AID 1159606; in the data active = inhibition above about 50%
ABHD5 PLIN5 PPI = blocks binding of human ABHD5 to perilipin-5; Split G. princeps luciferase complementation, luminescence, 4 h; inhibition, % at 4 µM; 360,000 tested, 0.78% active; AID 602281;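 active = inhibition above the mean inhibition across every tested compound plus 3 SD, cut at about 22% in these data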;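 also: 0% = DMSO only wells and the 100% control is not disclosed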
NR5A2 inv ag = inverse agonists of human LRH-1 (NR5A2); inhibition, % at 3.6 µM; AID 602396; HEK293T StAR-luciferase reporter, LRH-1 transfected, 24 h; O00482; 360,000 tested, 0.13% active;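 active = inhibition above the mean inhibition of all tested compounds plus 3 SD, cut at about 73% in these data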;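 also: 0% = DMSO wells and 100% = reporter-only cells lacking LRH-1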
TROY signal inh = blocks TROY-dependent signaling in reporter cells; Q293 LMP1-TROYcd NF-kB luciferase reporter, 4 h; inhibition, % at 10 µM; 360,000 tested, 0.98% active;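 active = compounds whose plate-normalised and pattern-corrected inhibition of the luciferase reporter signal at the single screening dose is 50% or more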
NOD2-RIPK2 inh = blocks binding of human NOD2 to RIPK2. 360,000 tested, 0.38% active. AID 624267. CHO BLA complementation NOD2-RIPK2, CCF4 ratio. O43353. inhibition, % at 4.98 µM; in the data active = inhibition above about 21%;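 also: 0% = vehicle only and 100% = reference blocker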
Granule exo inh = lytic granule exocytosis inhibition; inhibition, % at 10 µM; TALL-104 LAMP-1 surface exposure, flow cytometry; cells stimulated with thapsigargin and PMA; 360,000 tested, 0.66% active;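 active = inhibition above about 55%, limit read from the data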
TLR9-MyD88 block = blocks human TLR9 binding to MyD88; Q9NR96+Q99836; CHO BLA complementation TLR9-MyD88, CCF4 FRET ratio; inhibition, % at 4.98 µM; 340,000 tested, 0.21% active; AID 504734;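 active = inhibition above the mean over all tested compounds plus 3 SD, cut at about 21% in these data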;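 also: 0% = DMSO only wells and 100% = clavulanate BLA inhibitor control wells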
The depositor's hits bear a star; . = no result given.

SMILES	COUP-TFII inh	NCOA3 inh	SRC2 inh	NCOA1 inh	TWEAK Fn14 block	ABHD5 PLIN5 PPI	NR5A2 inv ag	TROY signal inh	NOD2-RIPK2 inh	Granule exo inh	TLR9-MyD88 block
Fc1cccc(NC(=S)N2CCc3ccccc32)c1	-3	-8	-28	-5	-10	-11	-9	-5	-16	64*	-12
CCOc1ccc(NC(=O)CN2CCN(CC(=O)c3ccc(OCC)cc3)CC2)cc1	6	-16	-6	-10	-6	-7	10	5	-10	0	-1
O=C(Cn1[nH]c(=O)c2ccccc2c1=O)Nc1ccc(-c2nnc3n2CCCCC3)cc1	8	12	-28	-9	3	8	3	-11	-1	0	5
O=S(=O)(c1cccc(NC(=S)NCc2ccco2)c1)N1CCOCC1	3	13	0	-16	-21	6	11	-1	-2	-1	4
COC(=O)c1c(NC(=O)CCc2ccc(C)o2)sc(C)c1C	-7	11	-11	-8	15	10	-2	-5	-9	1	-3
CC(C)(CN1CCOCC1)NS(=O)(=O)c1ccccc1	5	3	-11	1	-13	-4	8	-1	-16	-1	-1
O=C(Nc1ccc(F)c(Cl)c1)C1Cc2c(-c3cccc(F)c3)ccnc2O1 (stereo not given)	22	0	11	14	-32	1	17	10	4	-3	.
Cc1c(C)c2c(OCC(=O)NCC(O)c3ccccc3)cc3c(c2oc1=O)CCC(C)(C)O3 (stereo not given)	-15	13	-2	-34	-18	-2	-3	-5	-4	4	11
CCCn1c(CCNc2nc(-c3ccc(Cl)c([N+](=O)[O-])c3)cs2)nc2cc(Cl)c(Cl)cc21	-8	6	10	-32	7	2	-8	-3	-15	-3	-1
Cc1ccc(C)c(CN2CCC(CNC(=O)Nc3ccc(Br)cc3F)CC2)c1	0	-19	-5	8	-22	-2	-2	0	0	50	-14
O=C(c1cccc(F)c1)N1CCCC(C(=O)N2CCN(c3ccccc3)CC2)C1 (stereo not given)	8	5	-32	5	15	2	6	-8	2	-2	-2
COc1ccc(NC(=O)c2ccccc2NC(=O)c2cccs2)cc1	-8	-18	-21	-10	9	3	-31	-4	-6	34	-5
O=C(/C=C/c1ccc(Cl)cc1Cl)c1cccnc1	11	-36	-18	5	0	75*	-17	0	1	3	-7
O=S(=O)(Nc1ccc(NS(=O)(=O)c2ccccc2)c2ccccc12)c1ccccc1	-4	8	-9	11	-7	-2	14	-4	-10	-3	4
CC1CN(c2ccc(Oc3ccccc3)cc2)c2nc3c(c(=O)n(CC(N)=O)c(=O)n3C)n2C1 (stereo not given)	16	-19	14	-1	7	6	1	1	-5	-3	1
Oc1ccc(C=Nc2cccc3ccccc23)c(O)c1	-6	-39	-32	-9	53*	0	16	53*	-12	22	1
COc1cccc(NC(=O)CCS(=O)(=O)c2ccc(Br)cc2)c1	8	8	-15	-7	-8	0	-1	-16	-5	-4	4
Cc1ccccc1NC(=O)C(=O)NCC1CCCN1S(=O)(=O)c1cccs1 (stereo not given)	22	-4	-4	-1	-20	4	-17	-4	5	4	0
Cc1ccc2c(c1)cc(CN(Cc1ccc3c(c1)OCO3)S(=O)(=O)c1ccccc1)c1nnnn12	-46	-16	-28	-5	17	-3	18	11	5	-10	6
CCCOc1ccc(F)cc1-c1cc(C(=O)NCc2cccs2)[nH]n1	9	-6	4	2	21	-4	8	-16	3	-6	.

By substructure: the compounds so far containing an aryl methoxy group.
SMILES	COUP-TFII inh	NCOA3 inh	SRC2 inh	NCOA1 inh	TWEAK Fn14 block	ABHD5 PLIN5 PPI	NR5A2 inv ag	TROY signal inh	NOD2-RIPK2 inh	Granule exo inh	TLR9-MyD88 block
COc1ccc(NC(=O)c2ccccc2NC(=O)c2cccs2)cc1	-8	-18	-21	-10	9	3	-31	-4	-6	34	-5
COc1cccc(NC(=O)CCS(=O)(=O)c2ccc(Br)cc2)c1	8	8	-15	-7	-8	0	-1	-16	-5	-4	4

Further entries follow:
SMILES	COUP-TFII inh	NCOA3 inh	SRC2 inh	NCOA1 inh	TWEAK Fn14 block	ABHD5 PLIN5 PPI	NR5A2 inv ag	TROY signal inh	NOD2-RIPK2 inh	Granule exo inh	TLR9-MyD88 block
COc1ccc(C(N)c2csc(Nc3ccc(C(=O)NCCCO)cn3)n2)cc1 (stereo not given)	6	-1	7	5	16	8	6	-13	9	1	.
CC(C)(CO)NC(=O)C12CC3CC(CC(Br)(C3)C1)C2	-4	12	-40	-13	15	18	0	8	0	6	-3
CCOC(=O)C1(CC2CCCCO2)CCN(S(=O)(=O)c2cccc(F)c2)CC1 (stereo not given)	3	5	9	6	-5	-2	6	9	-8	-4	-6
CCOC(=O)N/C(N)=N/c1nc2ccccc2s1	-57	-61	-64	-94	15	-4	-196	-41	0	11	6
Cc1ccc(S(=O)(=O)NCc2ccccc2Br)cc1	7	.	-8	.	.	0	0	.	-6	2	.
CC(=O)Nc1ccc(-c2ccccc2)s1	7	-14	-2	12	20	2	6	8	4	2	3
CCOc1ncccc1C(=O)OCC(=O)c1ccc(F)cc1	7	5	-7	-3	6	1	-2	-25	0	-1	0
CC1=CN(S(=O)(=O)c2ccc(C)cc2)C[C@@H]2[C@H]3CC[C@H](C3)[C@H]12	0	7	-29	-19	11	-6	-29	2	3	-3	-6
O=C(O)C(Cc1c[nH]c2ccccc12)NS(=O)(=O)c1ccc(Br)cc1 (stereo not given)	-31	-6	13	-19	-3	0	3	-15	-3	-11	-4
CC(C)C1N(C(=O)N2CCOCC2)CCN1S(=O)(=O)c1ccccc1 (stereo not given)	5	-5	-4	4	-27	10	-5	-5	-4	-4	12
O=C(c1ccc2c(c1)OCCO2)C1CCN(S(=O)(=O)c2cccc(F)c2)CC1	-3	-5	-27	-2	8	-2	20	7	-5	-4	7
CCOC(=O)N1CCN(C(=O)CCCn2c(=O)[nH]c3ccccc3c2=O)CC1	-12	-14	5	-8	-5	1	-12	-24	-4	0	-8
NS(=O)(=O)c1ccc(CCNc2nn3c(-c4cccc(OC(F)(F)F)c4)cnc3s2)cc1	71*	7	-14	24	94*	-12	5	72*	-15	20	.
COc1ccc(NC(=O)c2ccc(NC(=O)CN(C)CC(=O)Nc3c(C)cccc3C)cc2)cc1	-5	14	-25	-4	2	2	-10	-9	2	-8	6
C=CCNC(=O)c1ccc(CN(c2ccc(OCC)cc2)S(=O)(=O)c2ccc(C)cc2)cc1	9	4	3	4	21	9	-17	4	-10	-2	8
CC(=O)N1CCN(CC(=O)Nc2ccc(SC(F)F)cc2)CC1	2	10	0	-10	1	9	13	9	-5	2	-3
CCCC(=O)Nc1ccccc1NC(=O)CN(C)S(=O)(=O)c1ccccc1	-11	12	-31	-1	-1	1	-4	-1	-5	0	3
Cc1ccc(-c2csc3nc(C)n(-n4cccc4)c(=O)c23)o1	3	-3	3	-23	-33	6	5	37	-1	26	-5
CCNCc1cc(Br)c(OCC(=O)Nc2ccccc2)c(OC)c1	2	2	-6	-8	-5	6	-23	12	-6	1	-1
Cc1cccc(NC(=O)Nc2c(C)n(C)n(-c3ccccc3)c2=O)c1	7	-7	-8	-3	5	-6	-17	4	2	-13	-11

13 entries from above, arranged by SMILES length, ascending:
SMILES	COUP-TFII inh	NCOA3 inh	SRC2 inh	NCOA1 inh	TWEAK Fn14 block	ABHD5 PLIN5 PPI	NR5A2 inv ag	TROY signal inh	NOD2-RIPK2 inh	Granule exo inh	TLR9-MyD88 block
Cc1ccc(S(=O)(=O)NCc2ccccc2Br)cc1	7	.	-8	.	.	0	0	.	-6	2	.
CCOc1ncccc1C(=O)OCC(=O)c1ccc(F)cc1	7	5	-7	-3	6	1	-2	-25	0	-1	0
CCNCc1cc(Br)c(OCC(=O)Nc2ccccc2)c(OC)c1	2	2	-6	-8	-5	6	-23	12	-6	1	-1
CC(=O)N1CCN(CC(=O)Nc2ccc(SC(F)F)cc2)CC1	2	10	0	-10	1	9	13	9	-5	2	-3
Cc1ccc(-c2csc3nc(C)n(-n4cccc4)c(=O)c23)o1	3	-3	3	-23	-33	6	5	37	-1	26	-5
CC(C)C1N(C(=O)N2CCOCC2)CCN1S(=O)(=O)c1ccccc1 (stereo not given)	5	-5	-4	4	-27	10	-5	-5	-4	-4	12
CCCC(=O)Nc1ccccc1NC(=O)CN(C)S(=O)(=O)c1ccccc1	-11	12	-31	-1	-1	1	-4	-1	-5	0	3
O=C(O)C(Cc1c[nH]c2ccccc12)NS(=O)(=O)c1ccc(Br)cc1 (stereo not given)	-31	-6	13	-19	-3	0	3	-15	-3	-11	-4
CCOC(=O)N1CCN(C(=O)CCCn2c(=O)[nH]c3ccccc3c2=O)CC1	-12	-14	5	-8	-5	1	-12	-24	-4	0	-8
O=C(c1ccc2c(c1)OCCO2)C1CCN(S(=O)(=O)c2cccc(F)c2)CC1	-3	-5	-27	-2	8	-2	20	7	-5	-4	7
NS(=O)(=O)c1ccc(CCNc2nn3c(-c4cccc(OC(F)(F)F)c4)cnc3s2)cc1	71*	7	-14	24	94*	-12	5	72*	-15	20	.
COc1ccc(NC(=O)c2ccc(NC(=O)CN(C)CC(=O)Nc3c(C)cccc3C)cc2)cc1	-5	14	-25	-4	2	2	-10	-9	2	-8	6
CC1=CN(S(=O)(=O)c2ccc(C)cc2)C[C@@H]2[C@H]3CC[C@H](C3)[C@H]12	0	7	-29	-19	11	-6	-29	2	3	-3	-6

(further entries)
SMILES	COUP-TFII inh	NCOA3 inh	SRC2 inh	NCOA1 inh	TWEAK Fn14 block	ABHD5 PLIN5 PPI	NR5A2 inv ag	TROY signal inh	NOD2-RIPK2 inh	Granule exo inh	TLR9-MyD88 block
COC(=O)CC1C(=O)NC2CCCCC2N1C(=O)c1ccccc1 (stereo not given)	10	19	-3	7	3	-6	16	10	7	-3	4
CCn1c(=O)cc(SCC(=O)NCc2ccc(C)o2)c2ccccc21	-48	-12	-32	-4	-3	4	-2	8	-11	3	-1
COc1cccc2c(=O)c(C(=O)NCc3cccs3)c[nH]c12	-42	-61	-38	-68	3	3	-63	-53	2	-3	7
Cc1cc(C)c(NC(=S)N(CCCN2CCOCC2)Cc2cccnc2)c(C)c1	-24	21	-7	-1	11	-2	7	-12	4	1	-14
C=CCN(C(=O)CCc1ccccc1OC)c1nc(-c2ccc(S(C)(=O)=O)cc2)cs1	3	6	13	-5	21	-2	5	18	-57	83*	-3
CC(=O)C1=C(O)C(=O)N(c2ccc(Br)cc2)C1c1ccc([N+](=O)[O-])cc1 (stereo not given)	27	10	-52	-36	1	0	1	-19	-5	0	7
O=C(Cc1ccccc1)Nc1ccc(C(=O)NCc2ccccc2)cc1	-10	-1	5	-13	-15	-3	11	-3	-14	-1	-4
CCCOc1ccc(N2C(=O)CC(N3CCOCC3)C2=O)cc1 (stereo not given)	8	0	-30	-20	18	0	1	-10	-7	1	8
CN(Cc1ccc(F)cc1)C(=O)c1cc(COc2ccc(-n3cncn3)cc2)on1	19	-25	9	-4	1	-4	-13	3	-5	-2	-1
Cc1nc(C(F)(F)F)ccc1C(=O)N1CCC(C)(C(=O)NS(=O)(=O)C2CC2)C1 (stereo not given)	8	0	-3	-9	-4	-5	2	-15	-11	6	.
CCCCn1c(C)nc2cc(S(=O)(=O)N3CCOCC3)ccc21	2	-5	-6	12	14	4	-5	5	3	-3	-12
Cc1cc(C)c(C)c(S(=O)(=O)Nc2ccccc2C(=O)NN2CCOCC2)c1C	-1	-3	22	8	3	-4	9	-10	-8	8	-25

Bioassay records: PubChem, several laboratories

Only part of the results is shown; count on the stated rates, not on these rows.
